Ins promoter up: MIN6 insulin promoter up-regulation | MIN6 insulin promoter-GFP reporter, high-content imaging; stronger effect = higher value | 190,000 tested, 0.3% active | z-score at 5 µM | AID 1625;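 active = z-score above 3 at 5 µM with at least 500 cells counted in the well; inconclusive = wells under 500 cells, flagged as cytotoxic or low count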
T cell HTS: T cell immune modulators affecting CD8 T cell-vesicle binding; calls only at 7 µM; 2C CD8+ T cell-vesicle binding, flow cytometry; stronger effect = lower value; AID 2052; 330,000 tested, 0.068% active;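 active = response, share of CD8 T cells binding vesicles, and their 90th percentile fluorescence all below set limits, cut at about 80% in these data, passing the limit was not always enough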
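incubation = binding step 1.5 h, 37 °C, antibody labelling 20 min, ice | test system = 2C mouse CD8+ T cells | read-out basis = percent CD8+ FL2 mean versus row control | controls = Peptide-free naked vesicles (low) and QL9 vesicles with 0.7% DMSO vehicle (high) | detection = flow cytometry of vesicle-bound cells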
Autophagy HCS: autophagy modulation, high-content screen; AID 463193; MEF GFP-LC3 puncta imaging; test concentration mostly 10 µM; calls only at 10 µM (by protocol); 190,000 tested, 0.98% active;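 active = percentage of spot-positive cells more than 3 SD above its plate mean, without a fluorescence outlier flag or 80% toxicity; inconclusive = no clear call, values can overlap the other calls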;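 also: spot-positive cell cutoff set from DMSO-treated cells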
MT stabilizer: stabilizes microtubules in HeLa cells; HeLa tubulin immunostaining HCS, 24 h; share of cells brighter than vehicle mean+2SD; % tubulin-high responders, % at 10 µM; 200,000 tested, 0.83% active;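 active = plate Z-score above 3 for both tubulin-high and condensed-nucleus cell shares, with cell loss under 80%, at 10 µM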;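 also: anti alpha tubulin signal scored within the nucleus-defined area of each cell; some results filed as inactive read as strong as hits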
b-catenin transl: modulators of beta-catenin nuclear translocation; HeLa beta-catenin nuclear translocation, immunofluorescence imaging; nuclear translocation activity, % at 5 µM; 190,000 tested, 0.3% active;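 active = nuclear translocation activity above 50% at 5 µM, with a well cell count of 50 or more; inconclusive = wells under 50 cells across six images, flagged as toxic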;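 also: per-cell ratio of nuclear to cytoplasmic median beta-catenin stain intensity; plate controls were DMSO negative control for no effect and GSK-3 inhibitor IX positive control for full effect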
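Test system: human HeLa cell line; Doses: 5 µM primary, 0.02–20 µM confirmation; Incubation: 24 h compound exposure, 37°C; Detection: beta-catenin immunofluorescence imaging with DAPI; Read-out: beta-catenin nuclear/cytoplasmic ratio, % activation.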
WT yeast gro inh: growth inhibition of WT yeast, mitochondrial fusion screen; 190,000 tested, 2.1% active; AID 1362; mitochondrial fusion phenotypic screen, WT strain; inhibition, % at 10 µM; in the data active = inhibition above about 58%; tested in S. cerevisiae
West Nile antiviral: inhibition of WNV-induced cytopathic effect – cell-based, CPE readout (AID 1621); West Nile virus-infected cells, CPE inhibition; higher % means a stronger effect; one-dose CPE inhibition, % at 10 µM; IC50 in µM for titrated hits; 290,000 tested, 0.02% active; in the data active = a potency from the dose series; inconclusive = CPE inhibition mostly from about 3.7% at the one dose, without a potency; inactive = the rest, 99 in 100 with CPE inhibition below about 2.2%; also: strong numbers were not always called active
Myeloid diff 2: promotes myeloid progenitor differentiation; ER-HoxA9 myeloid progenitors, lysozyme-GFP differentiation, flow cytometry; calls only at 10 µM; 360,000 tested, 1% active; AID 624256;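 active = normalized GFP-positive differentiation at or above the plate's own cutoff, the solvent-only control mean plus 3 SD; inconclusive = no clear call, values can overlap the other calls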;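 also: cells exposed to compound for four days before flow analysis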
Hep lipid drop: modulators of hepatic lipid droplet formation | AML12 mouse hepatocytes, oleate lipid droplets, BODIPY imaging | inhibition, % at 6.5 µM | 240,000 tested, 0.4% active;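 active = lipid droplet intensity inhibited by at least 50%, with more than 500 cells counted; inconclusive = wells with under 300 cells, treated as cytotoxic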
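Test system: AML12 mouse liver cells; schedule: overnight exposure; technique: high-content imaging of BODIPY-stained droplets and DAPI nuclei; read-out: % inhibition of corrected integrated BODIPY droplet signal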
WT yeast gro inh mutant strain: recorded beside WT yeast gro inh, whose call it bears; inhibition, %; mitochondrial fusion phenotypic screen, mutant strain inhibition
Ins promoter up cell count: recorded beside Ins promoter up, whose call it bears; cell count; measured here: cytotoxicity, nuclei count;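 total cells summed across four imaged fields per well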
Hep lipid drop cells 6.5 µM: second read-out of Hep lipid drop, no call of its own (marks repeat the call); cell count; measured here: cell count, cytotoxicity flag;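 cells counted across two imaged fields per well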
b-catenin transl cell count 5 µM: recorded beside b-catenin transl, whose call it bears; cell count; measured here: cell count, cytotoxicity flag
T cell HTS vesicle-bound %: second read-out of T cell HTS, no call of its own (marks repeat the call); double positive events, %; measured here: CD8+ vesicle-bound cell fraction;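 binding gate set so that unloaded-vesicle control wells show 10% double positive cells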
MT stabilizer Hoechst-high %: recorded beside MT stabilizer, whose call it bears; % Hoechst-high responders; measured here: nuclear condensation Hoechst responders;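 share of cells brighter than vehicle mean plus two SD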
MT stabilizer cytotoxicity %: also measured in MT stabilizer; calls as there; toxicity, %; measured here: cytotoxicity by cell density;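 0% = mean cell density of plate MIN control wells and 100% = no cells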
Autophagy HCS cell loss 18 h: further read-out of Autophagy HCS, marked with its call; toxicity, %; measured here: cell loss, nuclei count;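 cell loss after 18 h compound exposure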
Myeloid diff 2 GFP+ MAC1+ %: further read-out of Myeloid diff 2, marked with its call; GFP+ MAC1+ double positive, %; measured here: differentiation confirmed by MAC1 staining
* marks the source's active call; other numbers are inactive results; i = inactive; ? = inconclusive; · = no result given; + = active, no number.

Values run as follows: Ins promoter up	Ins promoter up cell count	T cell HTS	T cell HTS vesicle-bound %	Autophagy HCS	Autophagy HCS cell loss 18 h	MT stabilizer	MT stabilizer Hoechst-high %	MT stabilizer cytotoxicity %	b-catenin transl	b-catenin transl cell count 5 µM	WT yeast gro inh	WT yeast gro inh mutant strain	West Nile antiviral	Myeloid diff 2	Myeloid diff 2 GFP+ MAC1+ %	Hep lipid drop	Hep lipid drop cells 6.5 µM
> Cn1c(=O)c2ncn(CC(=O)NC3CCCCCC3)c2n(C)c1=O
→ 0.88	1647	i	52	i	2	3.2	2.1	5.8	0.5	1349	-6	-2	-0.4%	i	0.4	·	·
> Cc1cccc(N2CCN(C(c3cccs3)c3nnnn3C(C)(C)C)CC2)c1C (stereo unspecified)
→ -0.28	1177	i	24	i	6	4.5	1.5	4.1	-4.9	928	47	2	-0.7%	i	3.2	·	·
> COc1cccc(OC)c1C(=O)Nc1cccc(-c2ccc3nncn3n2)c1
→ -0.46	1067	i	34	i	-11	1.8	1.3	5.0	·	·	-4	1	-0.2%	i	0.4	-3	727
> COC(=O)[C@@H](NC(=O)Nc1cccc(Br)c1)C(C)C
→ -0.81	1476	i	57	i	5	2.0	2.8	12	0.2	938	0	7	1.2%	i	0.6	5	599
> CCCn1nnnc1NCc1cccc(OC)c1
→ ·	·	i	21	·	·	·	·	·	·	·	·	·	-0.3%	i	1.0	9	877
> CN1CCc2nc3sc(C(=O)C45CC6CC(CC(C6)C4)C5)c(N)c3cc2C1
→ -0.96	905	i	28	i	-8	5.3	1.5	0.6	1.7	1444	11	4	·	i	1.0	·	·
> O=c1c2c3c(sc2ncn1Cc1ccc(F)cc1)CCC3
→ 0.01	876	i	23	i	3	1.8	1.5	2.8	-4.3	1209	-20	-12	-0.4%	i	1.2	3	789
> CCC(Oc1ccccc1)C(=O)Nc1nc2ccccc2[nH]1 (stereo unspecified)
→ -0.37	1330	i	31	i	4	3.5	1.1	27	·	·	-8	41	-0.7%	i	0.5	16	742
> CCN(Cc1ccccc1)C(=O)CCS(=O)(=O)c1ccc2c(c1)CCN2C(C)=O
→ ·	·	i	30	·	·	·	·	·	·	·	·	·	-0.5%	i	5.3	0	748
> COc1cc(/C=C/c2nc(-c3ccccc3O)n[nH]2)cc(OC)c1OC
→ -0.99	1355	i	46	i	5	2.5	2.5	4.0	-3.1	1116	33	20	-0.2%	?	·	9	585
> N#Cc1c(N)nc2c(c1-c1ccc(F)cc1)CCC2
→ 0.08	1226	i	41	·	·	·	·	·	1.9	1249	·	·	0.2%	i	0.4	2	769
> CC(C)(C)SCCNC(=O)/C=C/c1ccccc1
→ -1.4	1124	i	7	·	·	·	·	·	0.6	1355	·	·	0.0%	i	0.2	-16	762
> Cc1cccc(C)c1OCC(=O)N/N=C/C=C/c1ccco1
→ -0.23	1077	i	7	i	13	14	35	26	1.1	1067	-13	4	-0.6%	i	0.1	0	629
> COc1nc(NC(=O)c2ccc(F)cc2)nc(OC)c1-c1ccccc1
→ ·	·	i	35	·	·	·	·	·	·	·	·	·	-0.6%	i	0.4	-3	834
> C=CCN(C(=O)CNC(=O)c1ccco1)C(C(=O)NC1CCCCC1)c1ccccc1 (stereo unspecified)
→ 1.1	615	i	50	i	22	5.3	2.9	6.4	-4.1	1022	-6	-6	1.0%	i	0.5	1	699
> COc1ccc(CC(=O)NCC2CCCN(Cc3cccc(SC)c3)C2)cc1 (stereo unspecified)
→ ·	·	i	60	·	·	·	·	·	·	·	·	·	-0.7%	i	0.4	-6	803
> Cc1cc(-c2csc(NC(=O)c3ccc(=O)n(C)n3)n2)c(C)n1CC1CCCO1 (stereo unspecified)
→ 0.09	892	i	9	i	13	3.9	3.6	14	-1.0	946	-20	-4	-0.3%	i	0.3	·	·
> C(=N\Nc1ccccc1)/c1nc2ccccc2s1
→ -1.5	1363	i	24	·	·	·	·	·	-1.0	1082	·	·	-0.7%	i	0.7	11	705
> COCCNC(=O)c1cc2sc3ccccc3c2s1
→ 0.63	1889	i	6	i	-1	3.4	1.7	2.2	-1.5	1141	12	7	-0.1%	i	1.4	0	645
> C=CCC(C=C)S(=O)(=O)c1ccc(C)cc1 (stereo unspecified)
→ 0.53	806	i	10	i	-13	1.1	1.0	8.3	-4.4	1062	-4	-7	-0.3%	+	2.3*	-3	773
> COC(=O)c1ccccc1NC(=O)C1CCCN(S(=O)(=O)c2ccc(OC)cc2)C1 (stereo unspecified)
→ -0.22	1853	i	54	i	-3	3.3	2.0	5.1	-0.8	1011	7	7	1.6%	i	0.7	-2	637
> O=C(Nc1ccccc1C(=O)N1CCNCC1)c1ccco1
→ ·	·	i	6	i	-1	1.2	1.1	2.2	·	·	2	-1	0.3%	·	·	-6	714
> CCC1CCCCN1CCCNC(=O)c1cc2c(=O)[nH]c3ccccc3c2n1C (stereo unspecified)
→ 0.14	1334	i	10	i	16	1.4	1.3	3.2	-1.3	1162	4	10	0.3%	i	0.6	0	729
> CCOC(=O)C1(Cc2cccc(Cl)c2)CCCN(C(=O)c2ccc(COC)s2)C1 (stereo unspecified)
→ ·	·	i	5	·	·	·	·	·	·	·	·	·	-0.6%	i	0.9	-1	684
> COc1ccc(C2c3c(oc4ccccc4c3=O)C(=O)N2c2ccccn2)cc1OC (stereo unspecified)
→ -0.09	1358	i	23	i	-8	2.7	1.2	14	-2.9	1165	7	3	·	i	3.3	6	684
> CSc1nc(C)cc(Oc2ccc(=O)[nH]n2)n1
→ 0.17	1691	i	52	i	5	2.7	1.6	3.3	-1.1	978	-18	11	0.3%	i	0.2	-3	660
> CCOc1cc(CN2CCSCC2)ccc1O
→ 0.51	1309	i	22	i	-2	3.5	2.4	12	-2.4	1091	9	2	-0.1%	i	1.2	-3	710
> CCNC(=O)NC1(C(=O)Nc2ccc3c(c2)CCC3)CCCCC1
→ ·	·	i	17	i	-9	2.5	1.9	4.1	·	·	14	-3	-0.3%	i	1.0	·	·
> O=C(O)c1ccccc1C(=O)N1CC=C(c2ccccc2)CC1
→ -2.1	1149	i	29	i	41	1.8	1.9	13	0.0	1437	2	2	1.7%	i	2.1	·	·
> CN1CCN(C(=O)CSc2cc(=O)n(C)c3ccccc23)CC1
→ ·	·	i	20	i	48	2.0	1.8	4.5	0.2	1006	-3	5	0.2%	i	0.1	-7	703

Three compounds already listed, arranged by the number in MT stabilizer Hoechst-high %, ascending:
Compound | T cell HTS | T cell HTS vesicle-bound % | MT stabilizer Hoechst-high % | WT yeast gro inh mutant strain | West Nile antiviral | Myeloid diff 2 GFP+ MAC1+ %
COc1ccc(C2c3c(oc4ccccc4c3=O)C(=O)N2c2ccccn2)cc1OC (stereo unspecified) | i | 23 | 1.2 | 3 | · | 3.3
CCC1CCCCN1CCCNC(=O)c1cc2c(=O)[nH]c3ccccc3c2n1C (stereo unspecified) | i | 10 | 1.3 | 10 | 0.3% | 0.6
CCOc1cc(CN2CCSCC2)ccc1O | i | 22 | 2.4 | 2 | -0.1% | 1.2

Next section.
Values run as follows: Ins promoter up	Ins promoter up cell count	T cell HTS	T cell HTS vesicle-bound %	Autophagy HCS	Autophagy HCS cell loss 18 h	MT stabilizer	MT stabilizer Hoechst-high %	MT stabilizer cytotoxicity %	b-catenin transl	b-catenin transl cell count 5 µM	WT yeast gro inh	WT yeast gro inh mutant strain	West Nile antiviral	Myeloid diff 2	Myeloid diff 2 GFP+ MAC1+ %	Hep lipid drop	Hep lipid drop cells 6.5 µM
> CS(=O)(=O)c1ccc(-c2cccc(NC(=O)COc3ccc(Cl)cc3)c2)nn1
→ ·	·	i	22	·	·	·	·	·	·	·	·	·	0.7%	i	3.8	-2	772
> CCN(CC)C(=O)Cn1c(=O)n(CCCC(=O)NCc2ccc3c(c2)OCO3)c(=O)c2sccc21
→ ·	·	i	22	·	·	·	·	·	·	·	·	·	-0.3%	i	0.7	4	782
> Cc1ccc(C2(C(F)(F)F)N=C3Sc4cc(C)cc(C)c4N3C(=O)N2)cc1 (stereo unspecified)
→ -0.16	1529	i	28	i	0	3.0	2.7	1.0	2.4	1246	7	6	0.3%	i	0.7	·	·
> Cc1ccc(-c2csc3ncnc(N4CCN(c5ccccc5O)CC4)c23)cc1
→ ·	·	i	14	·	·	·	·	·	·	·	·	·	1.7%	i	0.5	-17	695
> COCCn1c(=NC(=O)C(C)(C)C)sc2cc([N+](=O)[O-])ccc21
→ 0.04	1103	i	37	i	0	2.9	2.0	8.0	1.2	978	-6	11	-0.1%	i	0.4	-29	472
> COc1ccc(C(=O)N2CCN(c3cccc(Cl)c3)CC2)c(OC)c1
→ -0.02	1243	i	53	i	11	44*	34*	32*	·	·	10	11	-0.1%	i	1.1	-4	689

Assay outcomes deposited in PubChem by several laboratories.
